Source: PubChem BioAssay
SNCA expr inh – inhibitors of alpha-synuclein (SNCA) gene expression; HEK-293 SNCA-luciferase knock-in, luminescence, 24 h; Potency, µM (series often up to 57.2 µM), for the others: at the highest dose activity change, negative = inhibition, usual class: inhibitors; actives 0.17% (n = 140,000);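 also: potency is read from the fitted curve at half-maximal effect; plate controls were DMSO cells for no effect and cell-free wells for full effect; nearly all actives have a fitted effect of over 45% in size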
GPT2 inhibitor – blocks human glutamate pyruvate transaminase 2; Potency, µM (top dose mostly 57.7 µM), for the others: at the highest dose activity change, negative = inhibition, hits mostly inhibitors; Q8TD30; actives 0.25% (n = 100,000); AID 1671188; Recombinant GPT2, coupled pyruvate oxidase/HRP Amplex Red fluorescence; also: potency is read from the fitted curve at half-maximal effect; nearly all actives have a fitted effect of over 60% in size; many of its hits are not listed in these tables
Target sequence (Q8TD30 whole entry, looked up): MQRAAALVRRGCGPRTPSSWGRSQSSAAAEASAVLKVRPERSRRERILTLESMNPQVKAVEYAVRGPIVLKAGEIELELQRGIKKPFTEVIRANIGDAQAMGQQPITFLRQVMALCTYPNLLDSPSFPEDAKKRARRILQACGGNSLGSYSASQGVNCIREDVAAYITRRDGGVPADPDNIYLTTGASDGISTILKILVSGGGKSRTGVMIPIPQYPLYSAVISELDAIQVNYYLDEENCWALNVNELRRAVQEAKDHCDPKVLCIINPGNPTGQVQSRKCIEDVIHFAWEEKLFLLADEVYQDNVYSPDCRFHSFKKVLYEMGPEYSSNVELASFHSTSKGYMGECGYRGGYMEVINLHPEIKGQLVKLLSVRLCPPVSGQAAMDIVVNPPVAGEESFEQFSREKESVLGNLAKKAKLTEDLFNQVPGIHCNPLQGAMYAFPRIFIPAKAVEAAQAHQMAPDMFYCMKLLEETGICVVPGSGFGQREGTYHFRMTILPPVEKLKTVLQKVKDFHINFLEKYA
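GPT2 10ng/uL, a-KG 250uM, L-Ala 2mM, HEPES pH7.5 + 0.0001% Tween; 30 min RT. Then Amplex mix (PO/HRP/ThPP), 30 min RT dark, fluorescence. AOA 50uM used as positive control.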
FLuc inh – blocks purified firefly luciferase enzyme activity | P08659 | purified P. pyralis luciferase, luminescence, biochemical | Potency, µM (titrated, usually from 115 µM), inactives show at the highest dose activity change, negative = inhibition, most hits filed as inhibitors | actives 2.5% (n = 76,000) | AID 1347043; also: potency is read from the fitted curve at half-maximal effect; nearly all actives have a fitted effect of over 65% in size
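Purified P. pyralis luciferase (10nM final) in 50mM Tris acetate pH 7.5, 10mM Mg acetate, 0.01% Tween-20, 0.05% BSA with 10uM D-luciferin and 10uM ATP. Compounds titrated qHTS. Luminescence imaged on CCD.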
HEK293 tox – kills HEK 293 cells | HEK 293 viability, ATP luminescence (CellTiter-Glo), 48-72 h | Potency, µM (series often up to 115 µM), without a hit: at the top dose activity change, negative = cytotoxicity, usual class: inhibitors | actives 6.6% (n = 94,000) | AID 1345083; also: potency is read from the fitted curve at half-maximal effect; nearly all actives have a fitted effect of over 60% in size
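HEK 293 cells seeded at 250 cells/well were exposed to compound for 48 or 72 hr at 37 degree Celsius. Viability taken as ATP content by CellTiter-Glo luminescence.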
SNCA viab count – counter-screen for SNCA expression inhibitors: cell viability | HEK-293-SNCA-luc viability, GF-AFC fluorescence, 24 h | Potency, µM (doses to about 57.1 µM), for the others: at the top dose activity change, negative = cytotoxicity, hits mostly cytotoxic | actives 0.12% (n = 150,000) | AID 1671193;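 also: potency is read from the fitted curve at half-maximal effect; 0% = DMSO-treated cells and -100% = medium-only wells without cells; nearly all actives have a fitted effect of over 30% in size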
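HEK-293-SNCA-luc cells (1500/well) plated 24 h, then exposed 24 h to a dilution series; GF-AFC added 30 min at 37C, fluorescence 405/540 nm; normalised to medium-only and DMSO wells, Hill fit.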
3T3 cytotox – kills NIH 3T3 cells; NIH 3T3 viability, CellTiter-Glo ATP luminescence, 48-72 h; actives 4.3% (n = 94,000); Potency, µM (series often up to 96.7 µM), inactives show top-dose activity change, negative = cytotoxicity, most hits filed as inhibitors; AID 1345082; also: potency is read from the fitted curve at half-maximal effect; nearly all actives have a fitted effect of over 55% in size
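Luminescent ATP readout (CellTiter-Glo, 10 min RT) after 48 or 72 hr compound exposure of NIH 3T3 cells seeded at 400 cells/well in 1536-well format; quantitative HTS.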
IP6K1 inh – blocks human inositol hexakisphosphate kinase 1. actives 0.81% (n = 140,000). IP6K1 kinase, ADP-Glo luminescence, 2 h; stronger effect = lower value. activity change, % (series mostly up to about 58 µM). AID 1645851; in the data active = activity change below about -25%
Target sequence (Q92551 whole entry, looked up): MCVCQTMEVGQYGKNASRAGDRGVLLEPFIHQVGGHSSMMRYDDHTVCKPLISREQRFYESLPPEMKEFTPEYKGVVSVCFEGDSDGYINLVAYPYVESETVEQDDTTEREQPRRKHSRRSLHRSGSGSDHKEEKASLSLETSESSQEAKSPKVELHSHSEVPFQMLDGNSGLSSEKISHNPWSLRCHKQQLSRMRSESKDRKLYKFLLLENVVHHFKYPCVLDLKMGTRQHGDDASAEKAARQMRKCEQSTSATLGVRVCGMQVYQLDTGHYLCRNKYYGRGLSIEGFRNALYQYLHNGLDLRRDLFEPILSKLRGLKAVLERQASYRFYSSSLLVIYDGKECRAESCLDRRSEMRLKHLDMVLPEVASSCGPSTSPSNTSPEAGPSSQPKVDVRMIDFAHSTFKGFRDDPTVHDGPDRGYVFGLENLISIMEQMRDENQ
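ADP-Glo luminescence measures ADP made by human IP6K1 during a 2 h RT reaction with ATP/IP6 (mix at 1.3 mM/130 uM); top library doses 57.5 and 19.1 uM final.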
An asterisk follows results filed as active; i = inactive; ? = inconclusive; / = not tested or not shown; [ ] = remark or other dose. Unless noted, calls follow the shape of the dose curve; as a rule, active = well fitted curve in the direction sought with a large enough effect; inconclusive = small, poorly fitted or top-dose-only effect, or another doubt; inactive = no such curve, though single readings can be large; an effect the other way counts as inactive or inconclusive. Unless noted, % is scaled to controls: 0 for no effect and ±100 for the full control effect. Not a hit list; overall some 7.8% were active at least once.

Values run as follows: SNCA expr inh, GPT2 inhibitor, FLuc inh, HEK293 tox, SNCA viab count, 3T3 cytotox, IP6K1 inh
> Cc1ccc(OCc2nc(C3CN(C(=O)c4cc(C)nn4C)C3)no2)cc1
→ 93%[activator], i, 40µM*, 45µM*, -3%, -24%, 0
> COc1ccc(OC)c(CNC(=O)CCC[C@H]2NC[C@@H]3C[C@H]2CN(Cc2ccccc2)C3)c1
→ 11%, -8%, -11%, ?, 11%, ?, 13
> CC(C)=CCn1c(-c2cc(C)oc2C)cn2cc(C(=O)N3CCCC3C)nc2c1=O (configuration not stated)
→ ?, i, -4%, ?, -6%, ?, -14
> CNC(=O)N1CCCCCCn2c(nnc2-c2ccc(F)cc2)CC1
→ -20%, 4%, -1%, 0%, -9%, -19%, -10
> COc1ccc(Cl)cc1NC(=O)Cn1ccn(Cc2ccc(C)cc2)c(=O)c1=O
→ ?, /, /, /, 11%, /, -11
> CCOc1ccc(NC(=O)N2CCN(C(=O)c3nsc4ccccc34)CC2)cc1
→ -29%, /, /, /, 5%, /, 13
> COC(=O)C1=C(C)N=C2SC=C(CC(=O)NCc3cccc(F)c3)N2C1c1cccc(OC)c1 (configuration not stated)
→ -17%, -15%, -11%, ?, 10%, ?, 22
> Cc1ccccc1NC(=O)CN1C(=O)C(c2ccccc2)=NC12CCCCC2
→ ?, i, -11%, ?, -21%[12.5 µM], -26%, 27
> NC(=O)N1CCC(CC(=O)N2CCC(C3c4ncc(Br)cc4CCc4cc(Cl)cc(Br)c43)CC2)CC1 (configuration not stated)
→ /, i, /, /, ?, /, -40*
> CN(C)S(=O)(=O)N1CCC(Oc2ccc(C(=O)NC3(C)CC3)cc2)CC1
→ 7%, i, -2%, -22%, 11%, -28%, -1
> CCOc1ccc2c(n1)CCN(C(=O)Cc1cccc(F)c1)C2
→ 18%, i, -11%, -28%, 0%[12.5 µM], -22%, -12
> CC1(C)CC[C@]2(C(=O)O)CC[C@]3(C)C(=CCC4[C@@]5(C)CC[C@H](O[C@@H]6O[C@H](C(=O)O)[C@@H](O)[C@H](O[C@@H]7O[C@H](CO)[C@H](O)[C@H](O)[C@H]7O)[C@H]6O[C@@H]6O[C@H](CO)[C@@H](O)[C@H](O)[C@H]6O)C(C)(C)C5CC[C@]43C)[C@@H]2C1 (some centres not stated)
→ /, i[11.5 µM], /, /, 8%[5.56 µM], /, -11
> Cc1cccc(C(=O)N2CCCCCCNC(=O)[C@@H]3C[C@@H](c4nc(-c5cccnc5)no4)C[C@@H]32)c1
→ 4%, i, 7%, -10%, -23%, -15%, 2
> COc1ccc2c(CNCC(C)c3ccccc3)c(C(=O)O)n(Cc3ccc(F)cc3Cl)c2c1 (configuration not stated)
→ -18%, /, /, /, -4%, /, 14
> COc1cccc(NC(=O)C2CCCN(c3ncnc4onc(C)c34)C2)c1 (configuration not stated)
→ -8%, /, /, /, -2%, /, -9
> CCOc1ccccc1C(=O)Nc1cccc2ccc(C)nc12
→ ?, /, /, /, -9%, /, -8
> Cn1nc(C2CCCN(C(=O)Cc3ccsc3)C2)n(C2CCCC2)c1=O (configuration not stated)
→ 34%, i, 10%, -5%, 0%, -20%, 3
> Cc1ccc(S(=O)(=O)NCCc2nnc3ccc(SCC(=O)Nc4ccc(F)cc4F)nn23)cc1
→ 28%, /, /, /, -9%, /, -2
> CC(Oc1ccccc1F)C(=O)N1CCC(c2nc3ccccc3o2)CC1 (configuration not stated)
→ 10%, /, /, /, -9%, /, -15
> O=C(NCc1ccccc1Br)c1ccc(-n2cnc3cccnc32)cc1
→ -15%, /, /, /, -5%, /, 18
> COc1ccc(-c2ccnc3nc(CCC4CCCC4)nn23)cc1OC
→ -28%, -1%, -4%, ?, -20%, ?, -6
> COc1ccc(CN2CCC3(CC2)COc2ccccc2NC3=O)cc1
→ 12%, i, -3%, -20%, 4%, -18%, 25
> O=C1CC(c2ccccc2)N(C(=O)CNC(=O)C2CC=CC2)CCCCCN1 (configuration not stated)
→ -23%, -2%, 3%, i, -8%, -9%, -11
> Cc1[nH]cnc1C(=O)N1CCC2(CC1)CC(C(=O)O)N(C(=O)C1CC1)C2 (configuration not stated)
→ 9%, 1%[11.5 µM], -9%, ?, 6%, i, 17
> O=C1CC(c2ccccc2)N(Cc2ccncc2)CCCN(S(=O)(=O)c2cccnc2)CCN1 (configuration not stated)
→ -27%, -9%, 0%, -23%, -2%, -26%, 30
> Cc1ccc(OCc2nc(C3CCN(C(=O)NCc4ccc(F)cc4)CC3)no2)cc1
→ 49%[activator], i, -7%, ?, -10%, -26%, 8
> COc1ccc(C(=O)N2CCC(c3n[nH]c(=O)n3Cc3ccc(F)cc3)CC2)cc1OC
→ 4%, i, 11%, 6%, -13%, ?, 5
> COc1cccc(C(=O)Nc2cccc(OCc3cc(=O)n4c5c(sc4n3)CCCC5)c2)c1
→ 36%[activator], /, /, /, -5%, /, -11
> CC(C)(C)c1nc(C(=O)NCCc2ccc(Cl)cc2)n2ccccc12
→ -5%, -16%, /, -24%, 0%, ?, -5
> COc1ccc(NC(=O)Cn2ncc3c([nH]c4ccccc43)c2=O)cc1Cl
→ -3%, /, /, /, 1%, /, -17

Reformatted as labelled records: entries from further up.
COc1ccc(NC(=O)Cn2ncc3c([nH]c4ccccc43)c2=O)cc1Cl
  SNCA expr inh: -3%
  GPT2 inhibitor: /
  FLuc inh: /
  HEK293 tox: /
  SNCA viab count: 1%
  3T3 cytotox: /
  IP6K1 inh: -17
CC(C)(C)c1nc(C(=O)NCCc2ccc(Cl)cc2)n2ccccc12
  SNCA expr inh: -5%
  GPT2 inhibitor: -16%
  FLuc inh: /
  HEK293 tox: -24%
  SNCA viab count: 0%
  3T3 cytotox: ?
  IP6K1 inh: -5
O=C1CC(c2ccccc2)N(Cc2ccncc2)CCCN(S(=O)(=O)c2cccnc2)CCN1 (configuration not stated)
  SNCA expr inh: -27%
  GPT2 inhibitor: -9%
  FLuc inh: 0%
  HEK293 tox: -23%
  SNCA viab count: -2%
  3T3 cytotox: -26%
  IP6K1 inh: 30

Continuation:
compound,SNCA expr inh,GPT2 inhibitor,FLuc inh,HEK293 tox,SNCA viab count,3T3 cytotox,IP6K1 inh
COc1ccc(-c2nc(SCC(=O)N3CCC(C)CC3)n[nH]2)cc1,-3%,/,/,/,-7%,/,16
CC(=O)Nc1ccc(NC(=O)c2c(-c3ccccc3)noc2C)cc1,-2%,/,/,/,-9%,/,13
COc1ccccc1-c1ccc(CN2CCCCC2C(=O)N2CCOCC2)cc1 (configuration not stated),-4%,-27%,/,?,7%,-38%,6
CCc1ccc(NC(=O)CSc2c(C)cnc3c2c(=O)n(C)c(=O)n3C)cc1,-8%,/,/,/,1%,/,-1
Cc1nn(CCO)cc1CN1CCN(C(=O)c2ccoc2)CC(O)C1 (configuration not stated),-27%,i,0%,-5%,-2%,i,10
CCn1ccnc1CN1CCCC(CNC(=O)c2cccc(OC)c2OC)C1 (configuration not stated),3%,i,5%,3%,-7%,i,-10
Cn1ccnc1CNC(=O)C[C@@H]1C[C@H]2O[C@H](CNC(=O)NC3CCC3)[C@@H](O)[C@H]2O1,5%[87.6 µM],i,-11%[172 µM],0%[172 µM],5%[87.6 µM],-1%[174 µM],-3
O=C(Cc1cccc(Cl)c1)N1CCc2nc(-c3ccccc3)nc(-c3ccc(Cl)cc3)c2C1,-7%,-2%,7%,?,-7%,?,21
COc1cccc(NC(=O)CN2C(=O)c3cccc4cccc2c34)c1,-5%,/,/,/,-9%,/,-22
CC(=O)Nc1cccc(NC(=O)CC[C@H]2NC(=O)c3ccccc3NC2=O)c1,-3%,4%,-3%,-3%,-2%,i,0
CS(=O)(=O)N1CCN(c2ccc(Cl)nn2)C(=O)C1,?,-6%[88.5 µM],/,-5%[172 µM],5%[87.6 µM],-9%[138 µM],1
Cc1cc2cc(-c3c(C)noc3C)nc(Nc3ccccc3)c2o1,21%[87.6 µM],-8%[88.5 µM],-23%[172 µM],?,-24%[87.6 µM],32µM*,3
CCC(=O)NCc1cc2c(nc1OC)CN(C1CCCC1)C2=O,4%,1%[11.5 µM],-4%,-18%,18%,?,-33*
COc1ccccc1-c1nc(S(=O)(=O)c2ccc(Cl)cc2)c(N2CCCCCC2)o1,-4%,/,/,/,-13%,/,31
CC(C)CNC(=O)c1coc(COc2ccc3c(c2)C(c2ccccc2)N(C(=O)C(C)C)CC3)n1 (configuration not stated),1%,-9%,-10%,?,-9%,40µM*,-9
Cc1cn2nc(-c3nc(C4CCCN(C(=O)c5sccc5C)C4)no3)cc2c(=O)[nH]1 (configuration not stated),-22%,i,?,?,-9%,-12%,10
Cc1cc(N2CCC3(CCC(=O)N(CC4CCCO4)C3)CC2)nc(N)n1 (configuration not stated),-10%,3%,12%,-10%,-24%,-10%,-7
COc1cccc(C(=O)N2CCC(Oc3ccccc3)C2)c1 (configuration not stated),10%,i,-4%,-9%,-4%,-7%,7
Cc1ccccc1N1CCN(C(=O)c2cc3c(s2)CCN(C(=O)c2ccccc2)C3)CC1,-1%,0%,-5%,-7%,13%,i,7
COc1ccc(Cl)cc1C(=O)N1CC(F)(F)C[C@H]1c1nc(C)no1,2%,4%,-8%,-12%,-4%,i,7
COc1ccc(C(=O)N2CCCOCCNC(=O)CC2)c(OC)n1,-3%,?,6%,-5%,8%,-10%,0
CCn1nccc1C(=O)N1CCCC(c2noc(COC)n2)C1 (configuration not stated),-11%,i,-6%,14%,-8%[12.5 µM],i,18
CCN(CC)CCCNc1oc(/C=C/c2ccc(OC)c(OC)c2)nc1C#N,19%,/,/,/,12%,/,-10
CN(C)CC(=O)N1Cc2ccccc2CC2(CCN(CC3CCNCC3)C2)C1 (configuration not stated),-5%,i,/,i,1%,i,-27*
O=C1NC2(CCOCC2)C(=O)N1CC(=O)N1CCCc2ccccc21,-22%,i,-8%,5%,8%,-4%,3
CCOC(=O)c1ccccc1NC(=O)CSc1nnc(CC)n2c1cc1occc12,-14%,/,/,/,5%,/,2
Cc1ccc(CN2CC[C@H](c3nnc(-c4cccnc4)o3)C2)cc1,-5%[87.6 µM],i,-11%[172 µM],-12%[172 µM],3%[87.6 µM],-15%[138 µM],8
CS(=O)(=O)N1CCOc2ccc(CCC(=O)NCCCN3CCOCC3)cc2C1,27%,4%,6%,-10%,2%[12.5 µM],4%,8
C[C@@H](NS(=O)(=O)c1ccccc1)c1onc(-c2ccccc2)c1C(=O)O,-27%[87.6 µM],-10%[88.5 µM],10%[172 µM],-3%[172 µM],3%[87.6 µM],i,4
